# Screening results (PubChem)
# NR2E3 ag-1: activates human NR2E3 receptor; inhibition of corepressor binding, % at 3.98 µM; AID 602229; CHO-S Gal4-NCOR/VP16-NR2E3 two-hybrid, luciferase; 0.35% of 360,000 active;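 active means inhibition above the mean of all tested compounds plus 3 SD, cut at about 70% in these data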;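 further: 0% = DMSO with NR2E3 transfected cells and 100% = cells lacking NR2E3 construct; higher means lower luciferase signal from less NR2E3 corepressor binding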
# Target sequence (Q9Y5X4 whole entry, looked up, the tested form may be a part): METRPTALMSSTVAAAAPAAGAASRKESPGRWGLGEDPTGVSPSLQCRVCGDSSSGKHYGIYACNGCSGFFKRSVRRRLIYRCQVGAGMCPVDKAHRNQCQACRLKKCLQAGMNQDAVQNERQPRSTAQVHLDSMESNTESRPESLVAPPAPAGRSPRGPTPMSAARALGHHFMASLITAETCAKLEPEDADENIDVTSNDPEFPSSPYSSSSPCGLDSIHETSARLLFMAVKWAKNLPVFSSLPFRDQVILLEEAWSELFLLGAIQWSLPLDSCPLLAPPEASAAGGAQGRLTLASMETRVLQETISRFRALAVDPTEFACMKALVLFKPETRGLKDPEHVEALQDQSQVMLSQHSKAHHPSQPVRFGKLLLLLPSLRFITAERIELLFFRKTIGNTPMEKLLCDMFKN
# TWEAK-Fn14 inh: TWEAK-Fn14 signaling inhibition; TWEAK-stimulated Fn14 reporter cells, luciferase luminescence, 8 h; 2% of 360,000 active; inhibition, % at 10 µM; in the data active means inhibition above about 50%
# CF NFkB inh: inhibitors of cystic fibrosis induced NF-kB | 0.86% of 360,000 active | AID 588850 | KKLEB NF-kB-GFP reporter, PAF-induced, GFP fluorescence overnight | inhibition, % at 5 µM;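 active means at least 50% inhibition at 5 µM, scaled per plate between neutral and stimulator controls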;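 further: PAF is a Pseudomonas aeruginosa culture filtrate used as stimulus; plate controls were PAF-stimulated DMSO wells for no effect and unstimulated DMSO wells for full effect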
# Peg3 prom inh: reduces Peg3 promoter-driven luciferase expression in HeLa. HeLa PEG-Prom luciferase reporter, luminescence, overnight. inhibition, % at 20 µM. 1.7% of 360,000 active;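 active means inhibition of at least 50% at 20 µM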
# KKLEB cytotox: reduces viability of KKLEB cystic fibrosis airway cells. KKLEB CF airway cells viability, ATPlite luminescence, overnight; stronger effect = lower value; cells stimulated with P. aeruginosa culture filtrate. activity change (cytotoxicity), % at 5 µM. 0.36% of 360,000 active;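 active means corrected activity change at or below -50% at 5 µM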
# HIF-2a inh: inhibitors of HIF-2a. 786-0 RCC cells HIF-2a reporter, luciferase luminescence, overnight. inhibition, % at 18.8 µM. 0.72% of 360,000 active;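 active means inhibition of the luminescence signal of 40% or more relative to plate controls, in a single-dose primary screen at 18.75 µM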
# MITF TRPM1 inh: inhibitors of MITF-driven TRPM1 promoter in melanoma cells; SK-MEL-5 TRPM1 promoter luciferase, 24 h; inhibition, % at 12.5 µM; 0.83% of 330,000 active; AID 488899;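 active means mean inhibition across replicates of 60% or more, whatever share of single replicates reaches that level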; further: values of inactives mirror those of a sister screen read the other way
# NR2E3 ag-2: agonists of human nuclear receptor NR2E3. 0.12% of 320,000 active. AID 2300. inhibition of corepressor binding, % at 4.78 µM. Q9Y5X4. GST-NR2E3/biotin-RetCOR TR-FRET, 1536-well;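 active means percent inhibition above the cutoff of mean plus 3 SD of all tested compounds, set per screening campaign, cut at about 20% in these data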;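 further: 0% = DMSO wells and 100% = biotin wells as full block of FRET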
#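 Format: 1536-well format; test system: GST-NR2E3 and biotin-RetCOR proteins; read-out basis: percent inhibition of TR-FRET ratio; timing: 5 h incubation at 4 °C; detection: time-resolved FRET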
# Shn3 inh set2: reduces Shn3 3'UTR luciferase signal in osteoblasts | Clone20 osteoblast Shn3 3'UTR firefly luciferase, 24 h | inhibition, % at 12.5 µM | 0.52% of 360,000 active | AID 588674;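 active means mean inhibition of at least 75% with every replicate also reaching 75%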;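 further: 0% = median of neutral control wells and 100% = pilot-screen positive control compound; some compounds past the cut are filed as inactive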
# aDG glyco up: alpha-DG glycosylation activation. Pro5-aDG cells, alpha-DG glycosylation AlphaScreen (IIH6); 0% Pro5, 100% B10-LARGE cell signal. activation, % at 10 µM. 0.22% of 360,000 active;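 active means activation of at least 8% versus controls, or a plate z-score of at least 8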;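 further: Pro5 are CHO cells carrying HIG-tagged alpha-DG that lacks glycosylation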
# iPSC survival up: hiPSC single-cell survival enhancement. ATPlite luminescence; 100% = ROCK inhibitor wells, 0% = DMSO. survival enhancement, % at 20 µM. 0.044% of 360,000 active; in the data active means survival enhancement above about 18%;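 further: cells exposed to compounds for 16 hours before the ATP read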
# Starred values were filed as active, the others as inactive; . = not tested or not shown; & = joins results of further samples.
SMILES,NR2E3 ag-1,TWEAK-Fn14 inh,CF NFkB inh,Peg3 prom inh,KKLEB cytotox,HIF-2a inh,MITF TRPM1 inh,NR2E3 ag-2,Shn3 inh set2,aDG glyco up,iPSC survival up
CC(=O)c1cccc(OCC(O)CN2CC=C(c3ccccc3)CC2)c1 (configuration not stated),-6,-17,17,9,1,6,5,2,-1,0.4,0.3
COC(=O)C1=C(c2ccccc2)C[C@@H]2CC[C@H]1N2C(=O)N1CCC(O)CC1,6,-7,26,4,-18,9,6,1,-19,-0.1,1.7
Cc1ccc(N2C(=O)NC(=O)/C(=C/c3ccc(-c4ccc(C(=O)O)c(Cl)c4)o3)C2=O)cc1,-29,-12,-16,10,16,29,-2,2,5,0.1,0.5
O=c1[nH]c(O)c(N=Nc2ccc(S(=O)(=O)N3CCOCC3)cc2)c(=O)[nH]1,-11,-16,7,13,-10,1,15,-1,-9,-0.3,3.6
CCOP(=S)(OCC)N1CCOCCOCCN(P(=S)(OCC)OCC)CCOCCOCC1,8,-2,7,15,-14,15,-5,2,11,-0.1,-1.2
CC(C)OP(=O)(OC(C)C)C(O)c1ccc(Br)cc1 (configuration not stated),3,-1,-5,-37,-6,10,-8,2,13,-0.2,4.6
CC(C)=CCSc1nnc([C@@H](N)Cc2c[nH]c3ccccc23)o1,-13,-13,5,11,5,-4,9,0,-2,0.0,-0.9
CC/C(=N\N1CCCCCC1)c1c(O)n(-c2ccccc2C)c(=O)[nH]c1=O,3,21,15,-1,3,15,-1,0,12,0.6,-0.8
O=S(=O)(c1ccc(Cl)cc1)N1Cc2ccccc2-n2nncc2C1,-7,1,6,9,1,-13,.,.,-4,0.2,-1.3
C[C@H]1CCC[C@H](O)CCCCCc2cc(O)cc(O)c2C(=O)O1,-8,31,35,22,11,7,-3,-2,-12,-0.2,4.1
C=CCC1(Cc2ccsc2)C(=O)NC(=O)NC1=O,-5,8,-12,-1,-4,3,-4,.,17,-0.1,-1.9
C=C1N2CCC(CC2)C1(O)c1ccccc1C (configuration not stated),-17,2,10,20,1,-3,14,0,-3,-0.2,0.2
CCN1CCC(O)(c2ccccc2)C(C(=O)c2ccccc2)C1 (configuration not stated),11,-4,-10,5,-8,12,2,1,-15,0.8,3.2
O=c1cccc2n1CC1CC2CN(S(=O)(=O)c2ccccc2)C1 (configuration not stated),-45,6,7,3,7,9,4,-1,2,-0.1,1.1
Cc1nc2ccccc2c(=O)n1-c1ccc(F)cc1F,-6,7,6,10,4,7,4,2,2,-0.1,2.7
CC12CC(=O)C3C(CCC4CC=CCC43C)C1CCC2=O (configuration not stated),-28,15,-2,-7,4,-8,-8,.,2,0.2,-0.6
CCCCn1c(O)c(/C=N/N2CCCCC2c2cccnc2)c(=O)[nH]c1=S (configuration not stated),9,2,5,5,-1,7,4,1,-9,0.3,-0.5
O=C1NC(=O)N(Cc2ccco2)C(=O)/C1=C/c1cccn1CCOc1ccccc1Cl,-5,-12,-3,-12,0,-6,-13,2,-7,0.1,2.0
CN1CCCC(C(=O)c2ccc(Cl)cc2)C1 (configuration not stated),3,0,-7,10,9,6,10,-5,-2,0.1,-2.0
COc1ccc(NP(=O)(Oc2cccc(C)c2)Oc2cccc(C)c2)cc1OC,15,-5,-4,24,3,19,4,2,14,0.0,1.5
Cc1ccc(-n2c(=S)[nH]c3ccc(C)cc3c2=O)cc1,26,-16,-9,-29,-2,-53,.,.,-1,-0.1,-2.2
O=[N+]([O-])c1ccc(N2CCOCC2)c2cccnc12,-9,7,7,18,-5,11,12,-2,-1,0.2,-0.3
Cc1c(C=C2C(=O)NC(=O)NC2=O)c(=O)n(-c2ccccc2)n1C,-6,4,9,-11,-14,9,9,0,-4,0.1,-0.7
O=C(N/N=C/c1c(O)n(CCc2ccc(F)cc2)c(=O)[nH]c1=O)c1ccncc1,-29,-12,-17,1,21,9,3,3,-6,-0.3,-0.6
C(#CCN1CCCC1)CN1CCCC1,6,7,-18,-6,26,16,-32,.,-20,-0.2,-0.3
Cn1cc(Br)c(C(=O)Nc2ccc3c(C(F)(F)F)cc(=O)oc3c2)n1,-16,-30,14,-3,19,-3,2,.,-28,-0.2,-0.1
Cc1cccc(-n2c(O)c(/C=C/C=Nc3ccccc3)c(=O)[nH]c2=O)c1,-17,21,17,16,-14,8,-4,3,4,-0.1,2.1
CC12CC[C@H]3[C@@H](CCC4(O)C[C@H](O)CCC34/C=N/NC(=O)c3ccc(O)cc3)C1(O)CCC2C1=CC(=O)OC1 (some centres not stated),-25,-12,5,0,4,12,-12,-1,.,0.0,-0.4
CCOc1cc(CN2CCN(C(=O)Cc3ccccc3)CC2)ccc1OC,-17,-12,6,31,3,13,10,3,-8,0.1,1.2
Oc1ccc(O)c2c1C1(Cl)C(Cl)=C(Cl)C2(Cl)C1(Cl)Cl,14,43,44,61*,-12,25,-2,.,27,-0.3,-3.0
COC(=O)C1=C(c2cccc(OC)c2OC)C[C@@H]2CC[C@H]1N2C(=O)NC1CC1,-40,0,-3,0,14,3,-18,1,2,0.2,-1.6
COc1ccc(C(=O)NC(=S)N2C[C@H]3C[C@H](C2)c2cccc(=O)n2C3)cc1,-15,-11,-9,-16,-8,-14,.,2,19,0.6,0.3
CN1CCc2cc3c(cc2C1)OCO3,-16,15,4,-1,0,4,-2,.,-4,0.0,1.3
CNC(=O)c1cccn(Cc2cc(C(F)(F)F)cc(C(F)(F)F)c2)c1=O,39,35,-23,11,2,14,27,0,27,1.2,0.5
COc1cc(C=C2C(=O)NC(=O)NC2=O)ccc1OS(=O)(=O)c1ccccc1[N+](=O)[O-],-5,-6,-4,-72,-5,-47,-17,2,-8,0.1,-0.5
CCCc1cc(=O)oc2cc(OCC(=O)N3C[C@H]4C[C@@H](C3)c3cccc(=O)n3C4)ccc12,7,-13,17,-2,-6,0,1,1,-13,-0.2,-2.0
Cc1noc(C)c1COc1ccc(C(=O)NCC2(N(C)C)CCCCC2)cc1,-19,20,-8,1,-9,6,.,.,5,0.2,-1.3
CCc1ccc(C2=NN(CCC(=O)N3CCC4(CC3)OCCO4)C(=O)CC2)cc1,-13,-11,3,2,-14,9,1,1,-20,-0.1,0.1
CCOc1cc(CNCCc2ccccc2F)ccc1OC,4,8,-3,-10,-9,4,7,1,-58,0.2,-0.6
COc1ccc(C(C)=O)cc1CC(C(=O)c1ccc(C)c(C)c1)N(C)C (configuration not stated),8,9,8,9,0,8,8,3,4,-0.1,4.9
COC(=O)C1=C(c2cccc(OCc3ccccc3)c2)C[C@@H]2CC[C@H]1N2C(=O)NCCCOC(C)C,-1,-10,12,18,-16,20,4,1,19,0.7,0.3
CCCCn1c(NC(=O)c2ccco2)c(C(=O)OCC)c2nc3ccccc3nc21,-10,48,14,4,-1,0,5,16,9,1.6,1.1
O=c1[nH]c2ccccc2n1C1CCN(C(c2cccs2)c2nnnn2Cc2ccccc2)CC1 (configuration not stated),45,37,86*,78*,-79*,0,.,.,85*,-0.2,3.3
CCN(CC)c1ccc(N=Cc2c(O)n(Cc3ccccc3)c(=O)[nH]c2=O)cc1,-18&-4,-47&-19,-20&-25,22&21,-4&-4,5&9,7&7,1&7,3&17,-0.5&-0.2,-0.1&-1.3
COc1cc(C(=O)OC2C[C@H]3CC[C@@H](C2)N3C)ccc1O (some centres not stated),-6,13,-6,-2,11,15,-12,.,-9,0.0,0.1
CCC(CO)Nc1ccc([N+](=O)[O-])c2cccnc12 (configuration not stated),-30,-2,-11,-8,-2,-31,2,-2,4,4.3,-2.6
Cc1cccc(C)c1-n1nnnc1C(c1cccs1)N1CCC(n2c(=O)[nH]c3ccccc32)CC1 (configuration not stated),19,32,0,29,-8,9,.,.,-20,-0.2,4.0
Cc1cc(C(=O)Nc2ccc3c(c2)OCCO3)nn1C(C)(C)C,-103,-30,23,-277,-5,-250,-71,1,-75,1.0,0.1
O=C(C(=O)N1CCOCC1)c1cn(Cc2ccccc2Cl)c2ccccc12,-6,-20,2,11,-13,20,-8,0,5,-0.1,0.5
CC(=O)CC(=O)C1C(=O)N(C)C(=O)N(C)C1=O,15,-4,-18,5,5,22,7,-4,10,-0.1,-0.4
CC1([N+](=O)[O-])COP(=O)(Nc2ccc(Cl)cc2)OC1 (configuration not stated),14,3,-2,-3,-4,19,-14,.,-9,0.4,-0.9
NC(N)=Nc1ccc2[nH]c3c(c2c1)C[C@@]1(O)[C@H]2Cc4ccc(O)c5c4[C@@]1(CCN2CC1CC1)[C@H]3O5,1,9,-24,-4,-2,16,4,1,-23,0.1,-1.9
O=C(CCCc1ccccc1)NCCc1cnc[nH]1,-15,19,-3,-12,-5,2,3,1,-2,0.0,1.7
CC(=NCCC1=CCCCC1)c1c(O)n(-c2ccccc2)c(=O)[nH]c1=O,-6,6,13,-9,-7,-20,.,2,15,0.0,0.6
CCOP(=O)(OCC)C(O)c1ccc(OC)c(OC)c1 (configuration not stated),-17,11,4,13,-1,10,1,0,3,-0.2,5.5
c1ccc(CC(NCc2ccco2)c2ccccc2)cc1 (configuration not stated),2,-4,-11,11,8,7,-4,7,-3,-0.4,-2.0
CNC(=O)O/N=C(\C)Cc1nnn(-c2cc(C)on2)n1,-12,21,-10,12,15,29,0,2,9,-0.1,-0.7
COc1cccc(CN2CC=C(c3ccc(F)cc3)CC2)c1,-7,2,-12,4,-4,2,-1,1,1,-0.1,-0.9
O=C(c1cc2cc3ccc(Cl)cc3nc2o1)N1CCC2(CC1)OCCO2,-16,-32,-40,-93,-4,-108,-18,-1,-36,0.0,-1.0
C1=CC(Cc2cncs2)c2ccccc21 (configuration not stated),-20,5,1,-18,-1,-1,-1,2,-20,-0.2,1.4
O=P(NCc1ccccc1)(Oc1ccccc1)Oc1ccccc1,30,-24,1,20,5,26,2,3,5,0.4,-1.3
Cc1ccsc1C(=O)C1CCCN(Cc2cnc(N3CCCC3)s2)C1 (configuration not stated),-9,10,3,14,-5,5,12,1,27,0.1,1.2

# 2 compounds drawn at random from those above:
SMILES,NR2E3 ag-1,TWEAK-Fn14 inh,CF NFkB inh,Peg3 prom inh,KKLEB cytotox,HIF-2a inh,MITF TRPM1 inh,NR2E3 ag-2,Shn3 inh set2,aDG glyco up,iPSC survival up
O=C1NC(=O)N(Cc2ccco2)C(=O)/C1=C/c1cccn1CCOc1ccccc1Cl,-5,-12,-3,-12,0,-6,-13,2,-7,0.1,2.0
COc1ccc(NP(=O)(Oc2cccc(C)c2)Oc2cccc(C)c2)cc1OC,15,-5,-4,24,3,19,4,2,14,0.0,1.5

# Reformatted with tabs: entries from further up.
compound	NR2E3 ag-1	TWEAK-Fn14 inh	CF NFkB inh	Peg3 prom inh	KKLEB cytotox	HIF-2a inh	MITF TRPM1 inh	NR2E3 ag-2	Shn3 inh set2	aDG glyco up	iPSC survival up
O=C(CCCc1ccccc1)NCCc1cnc[nH]1	-15	19	-3	-12	-5	2	3	1	-2	0.0	1.7
CC(=NCCC1=CCCCC1)c1c(O)n(-c2ccccc2)c(=O)[nH]c1=O	-6	6	13	-9	-7	-20	.	2	15	0.0	0.6

# These rows are one share of the data; count on the stated rates, not on these rows.
